High-throughput results as filed in PubChem.
TbPYK inhibitor – blocks Trypanosoma brucei pyruvate kinase | TbPYK enzyme, Kinase-Glo Plus ATP luminescence, 45 min | hit rate 0.12% among 410,000 | Potency, µM (highest dose often 76.8 µM), for the others: top-dose activity, negative = inhibition, usual class: inhibitors; note: potency is the fitted concentration of half-maximal effect; % is set by controls: 0 for no effect and ±100 for the full control effect; nearly all actives have a fitted effect of over 50% in size
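ADP (130 uM final) triggers the TbPYK reaction after compound addition; incubation is 45 min at room temperature. Kinase-Glo Plus is then added and luminescence imaged. Normalized data are fitted to concentration-effect curves.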
Shiga toxin inh – Shiga toxin inhibition. Vero cells, Shiga toxin protein synthesis inhibition reporter. inhibition, % at 38.7 µM. hit rate 9.2% among 290,000. AID 2315; in the data active = inhibition mostly above about 28%, no sharp cut-off; inactive = mostly below about 43%; note: 0% is about no effect
LmPK inhibitor – inhibitors of Leishmania mexicana pyruvate kinase | hit rate 0.37% among 290,000 | Potency, µM (titrated, usually from 57.5 µM), without a hit: top-dose activity change, negative = inhibition, most hits filed as inhibitors | purified LmPK, Kinase-Glo ATP luminescence, 1 h; note: potency is the fitted concentration of half-maximal effect; % is set by controls: 0 for no effect and ±100 for the full control effect
Target sequence (Q27686 whole entry, looked up): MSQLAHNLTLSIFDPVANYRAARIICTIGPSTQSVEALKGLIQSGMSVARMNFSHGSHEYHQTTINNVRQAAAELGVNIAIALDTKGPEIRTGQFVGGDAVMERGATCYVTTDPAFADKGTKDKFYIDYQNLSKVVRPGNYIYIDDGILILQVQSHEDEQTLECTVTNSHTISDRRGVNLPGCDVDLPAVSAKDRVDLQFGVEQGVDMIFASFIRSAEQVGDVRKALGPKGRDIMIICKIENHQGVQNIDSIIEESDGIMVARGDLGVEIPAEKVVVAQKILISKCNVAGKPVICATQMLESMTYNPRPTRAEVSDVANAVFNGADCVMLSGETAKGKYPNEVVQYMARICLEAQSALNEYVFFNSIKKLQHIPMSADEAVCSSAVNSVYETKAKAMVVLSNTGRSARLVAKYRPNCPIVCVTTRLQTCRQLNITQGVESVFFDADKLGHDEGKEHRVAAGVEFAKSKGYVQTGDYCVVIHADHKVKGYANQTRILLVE
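0.1 nM LmPK, 0.5 mM PEP, 0.1 mM ADP; 50 mM imidazole pH 7.2, 7 mM MgCl2, 50 mM KCl; 1 h RT. Kinase-Glo luminescence readout, normalized to no-enzyme (full inhibition) and uninhibited wells.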
Pf growth 48h – P. falciparum growth inhibition at 48 hours (one generation). Potency, µM (top dose mostly 28.7 µM), without a hit: at the top dose activity change, negative = inhibition, usual class: inhibitors. hit rate 5.9% among 310,000. AID 504832. P. falciparum luciferase growth in erythrocytes, 48 h; note: potency is the fitted concentration of half-maximal effect; % is set by controls: 0 for no effect and ±100 for the full control effect
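First compound was added to culture medium, then infected red cells at 0.1% parasitemia and 2% hematocrit (final). After incubation at 37 C under 5% CO2, luciferase detection reagent was dispensed and light output recorded.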
AmpC inh no detg – blocks E. coli AmpC beta-lactamase in detergent-free assay; AID 485341; hit rate 0.52% among 330,000; AmpC nitrocefin hydrolysis, absorbance 480 nm, 0.0001% Triton; Potency, µM (doses to about 57.1 µM), for inactives: at the highest dose activity change, negative = inhibition, hits mostly inhibitors;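 note: potency is the fitted concentration of half-maximal effect; plate controls were no compound for no effect and no enzyme for full effect; nearly all actives have a fitted effect of over 20% in size; some results filed as inactive show a strong effect at the top dose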
Target sequence (P00811 whole entry, looked up): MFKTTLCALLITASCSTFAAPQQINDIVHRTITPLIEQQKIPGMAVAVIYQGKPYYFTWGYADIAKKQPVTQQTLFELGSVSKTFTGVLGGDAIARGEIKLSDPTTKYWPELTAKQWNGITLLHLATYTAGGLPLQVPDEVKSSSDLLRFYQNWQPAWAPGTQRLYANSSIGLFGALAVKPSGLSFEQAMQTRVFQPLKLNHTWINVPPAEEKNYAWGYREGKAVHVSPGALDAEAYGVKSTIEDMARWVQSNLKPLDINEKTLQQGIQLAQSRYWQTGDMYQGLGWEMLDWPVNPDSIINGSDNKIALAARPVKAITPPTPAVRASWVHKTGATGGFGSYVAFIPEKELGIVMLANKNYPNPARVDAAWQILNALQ
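20 mM phosphate pH 7.0 + 0.01% (detergent screen) or 0.0001% Triton X-100; 5.3 nM AmpC reagent; cpd preinc 15 min RT; nitrocefin (800 uM stock) to start; A480 q20 s × 4 min; Activity was normalised to no-enzyme and no-compound control wells.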
Cycloheximide cs – counter-screen for Shiga toxin inhibitors: cycloheximide protein synthesis inhibition. cell reporter, cycloheximide protein synthesis inhibition counterscreen. max response, %. hit rate 12% among 300,000. AID 2314; in the data active = max response mostly above about 13%, no sharp cut-off; inactive = mostly below about 14%; note: read at 38.3 µM for the half of the compounds with a filed dose; 0% is about no effect
Pf growth 96h – inhibits malaria parasite growth, 96 h. Potency, µM (doses to about 28.7 µM), for the others: at the highest dose activity change, negative = inhibition, usual class: inhibitors. P. falciparum luciferase reporter growth, 96 h. hit rate 6.9% among 320,000. AID 504834; note: potency is the fitted concentration of half-maximal effect; % is set by controls: 0 for no effect and ±100 for the full control effect
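Delayed-death screen, second-generation endpoint: infected erythrocytes, 2% hematocrit, 0.05% parasitemia final; 96 hours at 37 C, 5% CO2; luciferase detection reagent; luminescence decrease equals reduced growth.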
Numbers without * were called inactive; u = inconclusive; x = no result given; & = joins results of further samples; [ ] = another dose, or the depositor's remark. Unless noted, calls come from the whole dose curve; as a rule, active = well fitted curve in the direction sought with a large enough effect; inconclusive = small, poorly fitted or top-dose-only effect, or another doubt; inactive = no such curve, though single readings can be large; an effect the other way counts as inactive or inconclusive.

SMILES	TbPYK inhibitor	Shiga toxin inh	LmPK inhibitor	Pf growth 48h	AmpC inh no detg	Cycloheximide cs	Pf growth 96h
NC(=O)Cc1ccc(C(=O)c2ccc(Cl)cc2Cl)s1	-8%	48*	1%	37%[activator]	-17%	23*	51%[activator]
Cc1cccc(-c2nsc(SCC(=O)Nc3nccs3)n2)c1	0%	14	6%	u	-28%	14	46%[activator]
CCCCNC(=S)Nc1ccc2cn[nH]c2c1	1%	2	0%	40%[activator]	-19%	-2	35%[activator]
O=C(NC1CCCC1)C(c1cccs1)N(C(=O)c1ccno1)c1ccccc1 (stereo not given)	-4%	-8	7%	4%	-13%	1	63%[activator]
Cc1[nH]c2ccccc2c1C(=O)C(=O)NCc1cccs1	0%	-5	0%[11.5 µM]	6%	-18%	16	31%[activator]
COc1cccc(C(C(=O)NC2CCCCC2)N(C(=O)c2cccs2)c2ccc3c(c2)OCO3)c1 (stereo not given)	5%	-6	2%	10µM*	-12%	-4	-101%
COC(=O)Nc1ccc(S(=O)(=O)Nc2cccc3ccccc23)cc1	3%	-6	6%	u	-20%	-5	-1%
N/C(=N\OC(=O)C(c1ccccc1)c1ccccc1)c1cccnc1	-17%	-6	0%	u	18%	22	10µM*
COc1ccc(Br)cc1/C=N/Nc1ccc(Cl)c(C(=O)O)c1	1%	43	5%	48%[activator]	-34%	7	-2%
O=C(O)c1cnc(-c2ccccc2)nc1Sc1ccc(Cl)cc1Cl	-14%	-5	0%	12%	-20%	-2	118%[activator]
Cc1ccc(N(C(C)C(=O)O)S(=O)(=O)c2cccnc2)cc1 (stereo not given)	-13%	-4	7%	x	-2%	-2	0%
Cc1nc(NC(=O)c2ccccc2)sc1C	-4%	x	-19%	322%[activator]	-15%	27*	-37%
CN(CC(=O)NCCc1ccc(F)cc1)Cc1cccc(Cl)c1	-1%	4	17%	0%	113%[activator]	8	24%
Cc1noc(C)c1S(=O)(=O)N(C)Cc1ccccc1	1%	7	20%	-11%	-19%	-6	6%
CC1=C(C(=O)Nc2ccccc2C(=O)NC2CCCCC2)SCCO1	4%	-7	12%	-28%	-7%	8	139%[activator]
O=[N+]([O-])c1ccc(N2CCN(c3ccccc3O)CC2)cc1	-1%	-3	-4%	28%	-24%	-1	21%
CCn1cnc2scc(-c3ccccc3)c2c1=O	4%	9	1%	-8%	-15%	6	x
CCNCCC(=O)N1c2ccccc2Sc2ccc(NC(=O)OCC)cc21	3%	-3	6%	u	41%	-6	0%
COc1ccc(C(=O)N(c2ccc(C)cc2)C2C=CS(=O)(=O)C2)cc1OC (stereo not given)	1%	-14	14%	-6%	32%	6	u
CC1(c2ccccc2)NC(=O)N(CC(=O)Nc2ccccc2C(=O)N2CCCCC2)C1=O (stereo not given)	-3%	x	x	-16%	-12%	x	7%
Cn1nc(C(=O)OCC(=O)Nc2ccc3ccccc3c2)c2ccccc2c1=O	1%	-6	-4%	-1%	-26%	-1	30%
Cc1ccc(S(=O)(=O)N2CCN(C(=O)c3ccccc3-c3nc4ccccc4s3)CC2)c(C)c1	-2%	x	x	-27%	96%[activator]	x	-15%
CCc1ccc(OCCCC(=O)Nc2ccc(S(N)(=O)=O)cc2)cc1	-21%	-19	9%	-23%	-41%	-3	90%[activator]
COc1ccccc1NC(=O)C1=C(C)NC(=O)NC1c1ccc(C)s1 (stereo not given)	0%	1	0%	u	-13%[2.29 µM]	-4	6.6µM*
O=C(COC(=O)Cc1ccccc1F)NNC(=O)c1ccc(Cl)cc1	-5%	x	x	37%[activator]	-20%	x	60%[activator]
(listing goes on)
SMILES	TbPYK inhibitor	Shiga toxin inh	LmPK inhibitor	Pf growth 48h	AmpC inh no detg	Cycloheximide cs	Pf growth 96h
COc1ccc(/C(O)=C2/C(=O)C(=O)N(CC3CCCO3)C2c2cccc(O)c2)cc1 (stereo not given)	3%	-2	-3%	31%[activator]	-10%	6	2%
COc1ccc(CNC(=O)C2CCN(C(=O)N3CCOc4ccc(C)cc43)CC2)cc1	-1%&2%	-20	1%	u	138%[activator]	-2	30%
Cc1cccc2sc(NC(=O)C3c4ccccc4Oc4ccccc43)nc12	13%	-14	3%	-3%	-38%	-1	u
COc1ccc(C2CC(c3c(Cl)cccc3Cl)n3nc(N)nc3N2)cc1 (stereo not given)	-1%	-11	-1%	x	29%	-4	u
CCC(C)(C)NC(=O)C(c1cccn1C)N(Cc1ccc(C)cc1)C(=O)Cn1nnc2ccccc21 (stereo not given)	-10%	12	5%	-10%	0%	-5	-28%
COc1ccc(C(C(=O)NCC2CCCO2)N(C(=O)c2snc(C(N)=O)c2N)c2ccc(C)cc2)cc1OC (stereo not given)	-7%	-4	-1%	10µM*	127%[activator]	-8	13µM*
N#Cc1c(NC(=O)CSc2ncc(-c3ccccc3)n2CC2CCCO2)sc2c1CCCC2 (stereo not given)	-6%	-19	0%	u	-18%	-1	1%
O=C(CN1N=C(c2ccc(Cl)cc2)CCC1=O)NCc1cccnc1	3%	-5	2%	12%	-7%	-2	u
COc1cc(CN2CCN(C3CCC3)CC2CCO)cc(OC)c1 (stereo not given)	9%	x	4%	7%	-3%	-2	-14%
COc1ccc(NC(=O)Cn2c(-c3ccc(OC)cc3)cn(-c3ccc(C)cc3)c2=O)cc1	-8%	19	0%	u	-26%	27*	x
NNC(=S)NCc1ccco1	-21%	20	2%	1%	-42%	-1	u
COc1cccc(CC2(CO)CCCN(Cc3cn[nH]c3C3CCCCC3)C2)c1 (stereo not given)	0%	-8	2%	u	31%	-1	u
COc1ccc(NC(=O)COC(=O)Cc2c(F)cccc2Cl)cc1	3%	33*	4%	-9%	-5%[11.4 µM]	45*	13%
Cc1ccc(C(C)C)c(OCC(=O)NC(=S)Nc2ccccc2N2CCOCC2)c1	-5%	-2	-5%	41%[activator]	-10%	-1	-41%
Cc1c(C(O)CN2CCC(C(N)=O)CC2)c2ccccc2n1C (stereo not given)	5%	-2	1%	-16%	-7%	-3	0%
CC(=O)c1ccc(N2CCN(C(=O)C3CCN(S(=O)(=O)c4ccc5c(c4)CC(C)N5C(C)=O)CC3)CC2)cc1 (stereo not given)	6%	-7	1%	u	143%[activator]	-3	u
Cc1cc(O)c2ccccc2c1O	-8%	x	x	-29%	x	x	8.5µM*
Cc1cc(S(=O)(=O)Nc2c(NC3CCCCC3)c3ccccc3oc2=O)ccc1F	1%	-15	1%	12%	-27%	1	10µM*
Cc1ccc(NC(=O)CCC(=O)N/N=C/c2ccco2)c(C)c1	4%	9	0%	-12%	-16%	-2	u
COc1cc(CNC(=O)c2cccc(COc3ccc(Cl)cc3)c2)cc(OC)c1	-3%	113*	1%	202%[activator]	-35%	52*	-24%
Cc1cc(Oc2ccc(Cl)cc2)nc(SCC(=O)c2ccccc2)n1	-2%	-14	4%	11%	11%	1	6%
CC(=O)Nc1ccc(NC(=O)COc2c(C)cc(Br)cc2C)cc1	1%	-19	4%	u	6%[2.29 µM]	5	-9%
CC(=Nc1ccc2c(c1)CCC2)c1c(O)n(-c2ccccc2)c(=O)[nH]c1=O	-1%	20	-2%	8%	-6%	9	0%
CCOC(=O)CC(=O)CSc1nc2c(c(C)c1C#N)CCC2	2%	9	0%	82%	-12%	10	88%[activator]
CCOC(=O)C1CCN(C(=O)C2(NC(=O)Nc3ccccc3Cl)CCCCC2)CC1	2%	4	-5%	u	-24%	-1	u
Continuation.
SMILES	TbPYK inhibitor	Shiga toxin inh	LmPK inhibitor	Pf growth 48h	AmpC inh no detg	Cycloheximide cs	Pf growth 96h
O=C(COC(=O)/C=C/c1ccco1)NCc1ccc2c(c1)OCO2	0%	29	2%	0%	-26%	-2	-3%
CCCN(Cc1ccc(N(C)C)cc1)CC1CC1	1%	-22	1%	x	-13%	-3	2.1µM*
Cc1cc(C)n2nc(C(=O)OCC(=O)N(Cc3ccccc3)C(C)C)nc2n1	1%	x	x	3%	-1%	x	18%
O=C(COC(=O)C1CC1)NCCc1ccc(Cl)cc1	-3%	x	x	-27%	7%	x	30%
CC(C)CC(=O)Nc1c2c(nn1-c1ccc(F)cc1)CS(=O)(=O)C2	4%	-7	8%	3%	-3%	-5	-10%
COC(=O)C1=C(c2ccc(F)cc2OCc2ccccc2)C[C@@H]2CC[C@H]1N2C(=O)NCc1ccccc1Br	2%	x	x	4.1µM*	-19%	x	1.3µM*
CC(C)OC(=O)CCNc1n[nH]c(=O)[nH]c1=O	-2%	-6	2%	-15%	-15%	-1	4%
CCn1c(SCC(N)=O)nc2c(c1=O)C1(CCCC1)Cc1ccccc1-2	1%	-11	4%	-15%	x	1	-1%
Cc1cc(C)c2cc(CN(Cc3nnnn3Cc3ccc(F)cc3)C3CCCC3)c(=O)[nH]c2c1	0%	-2	0%	u	-13%	-2	u
CN(C)S(=O)(=O)Oc1cc(Cl)ccc1C(=O)Nc1ccc(F)cc1F	-6%	42	6%	u	-7%	35*	u
O=C(Cc1ccccc1)NCC1OCCc2ccccc21 (stereo not given)	1%	9	-7%	6%	-17%	6	9%
CCCCOC(=O)CNc1n[nH]c(=S)[nH]c1=O	3%	4	3%	x	-25%	-2	7%
CCOC(=O)N1CCC(NC(=O)c2ccc(CNS(=O)(=O)c3ccc(F)cc3)cc2)CC1	-4%	-15	1%	11%	-6%	0	-13%
O=C(CCCC(=O)N(CC(=O)NC1CCCCC1)c1cccc(F)c1)Nc1ccccn1	-1%	-4	0%	-18%	10%	-8	u
Cc1ccc(OCCC(=O)OCC(=O)N2CCN(S(=O)(=O)c3ccc(C)cc3)CC2)cc1	1%	x	x	0%	114%[activator]	x	89%[activator]
CC(C)(C)c1cc(C(=O)O)nn1-c1ccccc1	-1%	11	0%	13%	-14%	1	-1%[5.75 µM]
Cc1ccc(-c2nnc(-c3cccc(NC(=O)c4cccs4)c3)o2)cc1	3%	39*	4%	u	-31%	11	142%[activator]
Cc1ccc([N+](=O)[O-])c(NC(=O)COC(=O)C2CC3CCCC(C2)C3=O)c1C (stereo not given)	1%	-10	-7%	-18%	-11%	-2	4%
CC(=O)Nc1nc(NC(=O)/C=C/c2ccccc2)n(-c2ccccc2)n1	-8%	-12	2%	u	-17%	-4	92%[activator]
C/C(Cn1cnc([N+](=O)[O-])n1)=N\NC(=O)c1ccccc1O	-6%	39*	2%	3%	-25%	24*	35%[activator]
O=[N+]([O-])c1ccc(NC(=S)N2CCc3ccccc32)cc1	-12%	42*	-5%	25%	-37%	29	u

One compound at a time, from the list above. Values in the order: TbPYK inhibitor	Shiga toxin inh	LmPK inhibitor	Pf growth 48h	AmpC inh no detg	Cycloheximide cs	Pf growth 96h
Listed for Cc1cccc2sc(NC(=O)C3c4ccccc4Oc4ccccc43)nc12 : 13%	-14	3%	-3%	-38%	-1	u
Listed for COC(=O)Nc1ccc(S(=O)(=O)Nc2cccc3ccccc23)cc1 : 3%	-6	6%	u	-20%	-5	-1%
Listed for CCOC(=O)C1CCN(C(=O)C2(NC(=O)Nc3ccccc3Cl)CCCCC2)CC1 : 2%	4	-5%	u	-24%	-1	u
Listed for COc1cccc(CC2(CO)CCCN(Cc3cn[nH]c3C3CCCCC3)C2)c1 (stereo not given) : 0%	-8	2%	u	31%	-1	u
